OX1R antag-1: OX1R (human) antagonism; hit rate 1.8% among 330,000; O43613; AID 485270; OX1R-expressing cells, FRET antagonist read-out; inhibition, % at 6.6 µM; in the data active = inhibition mostly above about 38%, no sharp cut-off; inactive = mostly below about 40%;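 also: 0% = agonist challenge alone and 100% = reference antagonist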
Target sequence (O43613 whole entry, looked up): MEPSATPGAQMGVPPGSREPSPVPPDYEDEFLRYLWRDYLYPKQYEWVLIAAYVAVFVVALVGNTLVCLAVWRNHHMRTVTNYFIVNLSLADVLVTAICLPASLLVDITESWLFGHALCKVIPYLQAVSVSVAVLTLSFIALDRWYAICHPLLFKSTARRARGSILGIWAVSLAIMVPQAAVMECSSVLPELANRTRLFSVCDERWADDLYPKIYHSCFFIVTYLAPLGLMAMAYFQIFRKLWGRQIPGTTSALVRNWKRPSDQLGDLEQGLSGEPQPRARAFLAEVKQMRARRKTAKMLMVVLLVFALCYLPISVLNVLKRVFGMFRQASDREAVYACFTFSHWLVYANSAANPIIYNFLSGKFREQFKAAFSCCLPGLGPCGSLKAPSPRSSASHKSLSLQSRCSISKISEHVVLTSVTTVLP
OX1R antag-2: antagonists of human orexin 1 receptor. O43613. CHO/OX1R cells, Fluo-8 calcium fluorescence, orexin A. inhibition, % at 5 µM. hit rate 0.43% among 330,000. AID 434989;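 active = inhibition above its plate's threshold, mean inhibition of all tested compounds on the plate plus 3 SD, cut at about 37% in these data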;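 also: 0% = orexin A challenge wells and 100% = SB-334867-A antagonist wells; not every result past the cut was called active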
* = called active by the depositor.

SMILES	OX1R antag-1	OX1R antag-2
CCOc1ccc(NC(=O)CCN2CCN(C)CC2)cc1	22	10
CCOc1ccc(N(C)S(=O)(=O)c2cc(-c3cc(C)no3)ccc2CC)cc1	17	43*
Cc1cccc(N2CCN(S(=O)(=O)c3ccc4c(c3)CCC(=O)N4)CC2C)c1 (centres undefined)	27	-7
Cc1ccc2nc(C)c3c(c2c1)OC(C(C)(Cl)Br)C3 (centres undefined)	25	-19
C/[N+]([O-])=C\C1C(=O)CCCC1=O	-1	-18
Cc1ccc(C(=O)CSc2nnc(-c3ccco3)n2C)cc1	4	-20
O=C(COC(=O)c1ccc(Cl)c(S(=O)(=O)N2CCCC2)c1)NC1CCCC1	17	11
Cn1c(=O)c2c(ncn2CC(=O)NC2CCCCC2)n(C)c1=O	3	-15
COc1ccccc1NC(=S)NNC(=O)c1ccc(O)cc1	24	-16
COc1ccc2c(c1)CCc1sc(NC(=O)c3ccco3)nc1-2	29	-17

Brought forward from above: two compounds, followed by the next part.
SMILES	OX1R antag-1	OX1R antag-2
COc1ccccc1NC(=S)NNC(=O)c1ccc(O)cc1	24	-16
COc1ccc2c(c1)CCc1sc(NC(=O)c3ccco3)nc1-2	29	-17
CCOc1ccc(NC(=O)c2sc3nc(N4CCOCC4)c4c(c3c2N)CCCC4)cc1	7	-40
CN1CCN(NC(=O)c2cc([N+](=O)[O-])cc([N+](=O)[O-])c2)CC1	71*	-4
COC(=O)c1c(C)oc2c1cc(NS(=O)(=O)c1cccs1)c1ccccc12	24	-18
CC(C)c1onc(C(=O)NCc2cccs2)c1[N+](=O)[O-]	18	-5
CCOC(=O)c1cc(C(=O)OCC)c(=O)[nH]c1SCc1ccccc1	-2	-19
CC1=NC(=O)C(N=Nc2cccc(C(=O)O)c2)N1c1ccccc1 (centres undefined)	5	-5
CC(C)NC(=O)/C(=C/c1cn(-c2ccccc2)nc1-c1cccc([N+](=O)[O-])c1)NC(=O)c1ccccc1	21	-8
O=C(NNC(=O)C1CCC1)c1ccc(Br)cc1	6	-10
Cc1cc(NC(=O)Nc2ccc(C)c(C)c2)no1	16	-12
CCCC(=O)c1cc2ccccc2oc1=O	10	-7

The list goes on (4 carried over from the part before).
SMILES	OX1R antag-1	OX1R antag-2
CC(C)NC(=O)/C(=C/c1cn(-c2ccccc2)nc1-c1cccc([N+](=O)[O-])c1)NC(=O)c1ccccc1	21	-8
O=C(NNC(=O)C1CCC1)c1ccc(Br)cc1	6	-10
Cc1cc(NC(=O)Nc2ccc(C)c(C)c2)no1	16	-12
CCCC(=O)c1cc2ccccc2oc1=O	10	-7
Cn1cccc1C(=O)NNC(=O)COc1ccccc1Cl	1	-2
CCOC(=O)C(C)Sc1nc(-c2ccccc2)nc2ccc(F)cc12 (centres undefined)	14	-22
COC(=O)C1CCN(C(=O)CN2C(=O)NC(CCc3ccccc3)C2=O)CC1 (centres undefined)	-6	0
CCC(C)(C)c1nnc(NC(=O)c2ccc([N+](=O)[O-])cc2)s1	24	-13
CCN(C(=O)c1cccc(Br)c1)c1ccccc1	28	-23
O=S(=O)(c1cccc(C(F)(F)F)c1)N1CCC(c2nc3ccccc3[nH]2)CC1	19	-20
Cc1cc(CNC(=O)c2cc(-c3ccccc3)nc3ccccc23)nn1C	17	-22
O=C(Nc1ccccc1OCc1ccccc1)c1ccccc1Br	8	-18
CCOC(=O)c1c(NC(=O)CCN2CCOCC2)sc2c1CC(C)(C)OC2	0	-29
Cc1ccc(C)c(OCCC(=O)OCC(=O)NCCc2ccc(S(N)(=O)=O)cc2)c1	16	-28
O=C(NCc1ccc2c(c1)OCO2)c1nc(Cn2cc(Br)cn2)no1	15	-7
CNc1cc(C)c(C#N)c2nc3ccccc3n12	9	-17
COc1ccccc1C(=O)Nc1nnc(S(=O)(=O)N2CCN(c3ccc(F)cc3)CC2)s1	5	-15
O=C(Cc1ccc(Cl)c(Cl)c1)Nc1ccc(S(=O)(=O)Nc2ncccn2)cc1	21	-11
CCOC(=O)/C(=C\c1cn(C)c2ccccc12)[N+](=O)[O-]	-6	-10
O=C(Nc1ccccc1)NC(Cc1ccc(O)cc1)C(=O)O (centres undefined)	2	-15
CCC(=O)NC(c1cc(Cl)c2cccnc2c1O)C(C)C (centres undefined)	12	-20
c1ccc(COCCN2CCN(CCOCc3ccccc3)CC2)cc1	9	-21
O=C(Nc1ccccc1F)c1cc(Cl)sc1Cl	-14	-6
Cc1ccc(NC(=O)c2ccc([N+](=O)[O-])cc2Cl)nc1	41	-3
Cc1ccc(Sc2nc(C)cc(C)c2S(C)(=O)=O)cc1	11	-20
O=C(Nc1nccs1)c1cn(-c2ccccc2)nc1-c1ccncc1	12	-50
Cn1c(=O)c2c(nc(SCCCC#N)n2Cc2ccccc2F)n(C)c1=O	7	-5
Cc1cc(C(N)=O)c2cc(Br)ccc2n1	4	-15
Oc1c(Br)cc(Br)cc1C=Nc1ccc2[nH]ncc2c1	10	-7
COc1ccccc1NC(=S)NNC(=S)Nc1ccc(OC(F)F)cc1	24	-5
CCOC(=O)CSc1nc2ccsc2c(=O)[nH]1	-1	-13
CCOC(=O)CNC(=O)c1cn(CC(C)C)c(=O)c2cc(OC)c(OC)cc12	22	-14
CCN(c1ccccc1)S(=O)(=O)c1ccc(Cl)c(NC(=O)CN(C)C2CCN(C)CC2)c1	11	-28
COc1cc(F)ccc1CN1CCC(n2nccc2NC(=O)C2CCOC2)CC1 (centres undefined)	21	-9
O=C(NCCNC(=O)c1cc(F)cc(F)c1)c1cc(F)cc(F)c1	-13	0
C/C(CC(=O)Nc1ccc(N(C)C)cc1)=N\NC(=O)c1ccncc1	53	-9
CC1(C)C(=O)Nc2ccccc2N1C(=O)COC(=O)c1cc(S(=O)(=O)N2CCOCC2)ccc1F	16	-15
Cc1nc2cc(-c3cccc(F)c3)nn2c(C)c1CCC(=O)NC(C)c1ccc2c(c1)OCCO2 (centres undefined)	49*	9
COC(=O)c1sc(NC(=O)CSc2nnnn2-c2ccc(C)cc2C)nc1C	14	-7
Cc1cccc(NC(=O)CSc2nnc(Cn3nnc(-c4ccccc4)n3)n2-c2ccccc2)c1	7	-6
CCOC(=O)N1CCN(C(=O)c2cnn3c(C(F)(F)F)cc(-c4cccs4)nc23)CC1	22	-27
COC(=O)C1=C(C)NC2=C(C(=O)CC(C)(C)C2)C1c1ccsc1 (centres undefined)	25	-13
Cc1nn2c(=O)c3c4c(sc3nc2n1-c1ccccc1)COC(C)(C)C4	2	-37
COC(=O)c1c[nH]c(=O)c2ccccc12	10	-21
CC(=O)Nc1ccc(N/C=C(\C=O)c2nc3ccccc3o2)cc1	19	-6
COC(=O)Cn1nc(-c2ccc(C)cc2)c2ccccc2c1=O	4	8
c1ccc2c(c1)CC/C2=N/Nc1nc2ccccc2[nH]1	25	-39
COc1ccccc1-c1c(C)oc2c(CN3CCN(C)CC3)c(O)ccc2c1=O	14	-20
COc1ccc(Cc2nc3ccc(C(=O)NC(C)Cc4ncccc4C)cc3o2)cc1OC (centres undefined)	18	-30
CCN(c1ccc(C)cc1C)S(=O)(=O)c1nnc(NC(=O)C(C)(C)C)s1	0	-34
O=C1C(O)=C(O)C(=O)c2ccccc21	13	0
COc1ccccc1N1CCN(C(=O)c2cccc3c(=O)c(C)c(-c4ccccc4)oc23)CC1	18	0
Cc1cccc(NC(=O)C2C(C(=O)O)C3C=CC2C32CC2)c1C (centres undefined)	49	-11
CCN1/C(=C/c2cccc[n+]2C)Sc2ccc(OC)cc21	6	-2
(cont.)
SMILES	OX1R antag-1	OX1R antag-2
COc1ccc(CN2CCC(=O)N([C@H](CO)CC(C)C)CC2)cc1	34	-3
CCOC(=O)c1cnc2c(Cl)cccc2c1NCCCN1CCOCC1	18	-27
CC1CCC/C(=N\NC(=O)COc2ccccc2Cl)C1 (centres undefined)	22	-25
COC(=O)CC1=NN(c2nc(C)cc(C)n2)C(=O)C1	21	-6
CCC(=O)NC1(C(F)(F)F)C(=O)NC(C)=C1C#N (centres undefined)	15	-5
Cn1c(SCc2cc(=O)[nH]c(C(C)(C)C)n2)nnc1C(F)(F)F	2	2
COc1ccc(C)cc1NC(=O)c1cccc(C(=O)Nc2cc(C)ccc2OC)n1	22	-29
COCc1cc(=O)n2[nH]c(C)c(-c3ccccc3)c2n1	19	-21
O=C(NCC(=O)N1CCN(Cc2ccccc2)CC1)c1ccc(Br)o1	20	-6
COc1ccccc1-c1cc(C(=O)NCc2ccc(Cl)cc2)no1	26	-6
O=C(OCCN1C(=O)c2ccccc2C1=O)Oc1ccccc1	1	-14
COc1ccc(-c2ccc(/C=C(\NC(=O)c3ccccc3)C(=O)N3CCOCC3)o2)cc1	44	-19
CCC(=O)N1CCN(C(C)=O)C1c1ccccc1 (centres undefined)	27	-4
COc1ccc(NC(=O)CN(C)C(=O)C2CSC3(C)CCC(=O)N23)cc1 (centres undefined)	3	-19
CCNC(=O)/C(=C/c1ccc2c(c1)OCO2)NC(=O)c1ccc(Br)cc1	15	-11
CCCN(CC(=O)Nc1ccccc1C)C(=O)Cc1cccs1	-4	-13
O=[N+]([O-])/C(C(Cl)=C(Cl)Cl)=C(\Sc1ccccc1)N1CCCCC1	29	-2
Cc1ccc(C(=O)COC(=O)CNC(=O)c2ccco2)cc1	4	-2
O=S(=O)(c1cccs1)N1CCN(c2ccnc3cc(Cl)ccc23)CC1	8	-39
O=C(c1ccc(S(=O)(=O)Nc2ccc(F)cc2)cc1)N1CCN(c2ccccn2)CC1	52	34
COc1ccc(NC(=O)/C(C#N)=C/c2ccc[nH]2)c(OC)c1	29	-15
COc1ccccc1CNC(=O)c1ccc(-c2ccccc2C(F)(F)F)o1	50	-17
[N-]=[N+]=NCCN1CCN(CCc2ccccc2)CCC1=O	15	-17
Cc1ccc2c(CN3CCN(C(=O)c4ccco4)CC3)cc(=O)oc2c1C	19	-10
Cc1ccc(C(=O)c2coc3ccc(O)c(CN4CCN(C)CC4)c23)cc1	13	-22
COc1ccc(COc2cc(-c3cccc(OC)c3)nc3ccc(NC(=O)C(C)C)cc23)cc1	22	-24
O=C1NC(NS(=O)(=O)c2ccc(Cl)cc2)(C(F)(F)F)C(=O)N1c1ccccc1 (centres undefined)	12	-15
CC1CCN(S(=O)(=O)c2ccc(C(=O)N3CCCC(C(F)(F)F)C3)cc2)CC1 (centres undefined)	19	-14
CC(=O)N1CCN(C(C)=O)C1c1ccccc1	6	-11
Cc1csc(NC(=O)/C=C/c2ccco2)n1	22	-19

Six entries from above, set out differently.
Order of results – OX1R antag-1	OX1R antag-2
COc1ccc(NC(=O)/C(C#N)=C/c2ccc[nH]2)c(OC)c1
→ 29	-15
Cc1csc(NC(=O)/C=C/c2ccco2)n1
→ 22	-19
COc1ccccc1CNC(=O)c1ccc(-c2ccccc2C(F)(F)F)o1
→ 50	-17
Cc1ccc(C(=O)c2coc3ccc(O)c(CN4CCN(C)CC4)c23)cc1
→ 13	-22
COc1ccc(COc2cc(-c3cccc(OC)c3)nc3ccc(NC(=O)C(C)C)cc23)cc1
→ 22	-24
O=C1NC(NS(=O)(=O)c2ccc(Cl)cc2)(C(F)(F)F)C(=O)N1c1ccccc1 (centres undefined)
→ 12	-15

Going on with the list:
SMILES	OX1R antag-1	OX1R antag-2
CC1(c2ccccc2Cl)NC(=O)N(CC(=O)N2CCc3ccccc32)C1=O (centres undefined)	18	-29
Cc1noc(C)c1CSc1nnc2ccc3ccccc3n12	11	-11
Cc1ccc(-c2cc(C(=O)N3CCN(C(=O)c4ccco4)CC3)[nH]n2)cc1C	26	-17
COc1cc(CN2CCCC(C(=O)c3ccc(C(C)(C)C)cc3)C2)cc(OC)c1O (centres undefined)	7	-24
Cc1ccccc1NC(=S)NC(NC(=O)c1ccccc1C)C(Cl)(Cl)Cl (centres undefined)	8	2
O=C(NNC(=O)c1ccc[nH]1)Nc1cc(Cl)cc(Cl)c1	8	-5
O=c1ccccn1Cc1c(F)cccc1Cl	13	-9
CC1(C)C(C=C(Cl)Cl)C1C(=O)OCc1cccc(Oc2ccccc2)c1 (centres undefined)	8	-19
O=[N+]([O-])c1cc(S(=O)(=O)Nc2ccccc2)ccc1N1CCN(c2ccc(O)cc2)CC1	17	20
Cc1ccc(OC(=O)c2ccc(S(=O)(=O)N(C)C)cc2)c(-n2nc3ccccc3n2)c1	1	-29
COc1ccc(S(=O)(=O)N2CCOCC2)cc1NC(=O)CN1C(=O)NC2(CCCC2)C1=O	-1	-13
CCN(CC(=O)Nc1c(F)cccc1F)C(=O)CSc1ccccc1	24	0
Cn1c(=O)c2c(nc(SCC(=O)N3CCOCC3)n2C)n(C)c1=O	10	-6
Cn1cccc1Cc1nnc(SCC(=O)Nc2nc3ccccc3s2)n1CCc1ccccc1	38	9
CN(Cc1ccccc1)C(=O)COC(=O)c1ccccc1Nc1ccccc1	15	-24
NS(=O)(=O)c1cccc(NC(=O)c2cccc(S(=O)(=O)N3CCCCCC3)c2)c1	8	-18
Cc1ccc(NS(=O)(=O)c2ccc(-c3ccc(=O)[nH]n3)o2)cc1Cl	15	-28
Cc1ccc(S(=O)(=O)c2ccc(C)cc2)cc1	7	8
COc1ccc(NC(=O)CSC2=NN3CCCC(=O)N=C3S2)c(OC)c1	12	-23

Single values from the entries so far:
`CCN(CC(=O)Nc1c(F)cccc1F)C(=O)CSc1ccccc1` | OX1R antag-2 = 0
`Cn1c(=O)c2c(nc(SCC(=O)N3CCOCC3)n2C)n(C)c1=O` | OX1R antag-1 = 10
`NS(=O)(=O)c1cccc(NC(=O)c2cccc(S(=O)(=O)N3CCCCCC3)c2)c1` | OX1R antag-2 = -18
`COc1ccc(NC(=O)CSC2=NN3CCCC(=O)N=C3S2)c(OC)c1` | OX1R antag-1 = 12
`Cc1ccc(S(=O)(=O)c2ccc(C)cc2)cc1` | OX1R antag-2 = 8
`CN(Cc1ccccc1)C(=O)COC(=O)c1ccccc1Nc1ccccc1` | OX1R antag-2 = -24
`Cc1ccc(NS(=O)(=O)c2ccc(-c3ccc(=O)[nH]n3)o2)cc1Cl` | OX1R antag-2 = -28
